Compound activity as filed in PubChem BioAssay.
KDM5B inh – Primary screen for KDM5B Histone Demethylases FDH-coupled qHTS | KDM5B demethylase, FDH-coupled NADH fluorescence (FDH is formaldehyde dehydrogenase) | Potency, µM (doses to about 57.7 µM), for the others: at the highest dose activity change, negative = inhibition, hits mostly inhibitors | 220,000 tested, 2.6% active; active = well fitted inhibition curve with a large enough effect; inconclusive = small, poorly fitted or top-dose-only effect; inactive = no such curve, though single readings can be large or run the other way; also: 0% is about no effect; nearly all actives have a fitted effect of over 70% in size
Target sequence (Q9UGL1 whole entry, looked up): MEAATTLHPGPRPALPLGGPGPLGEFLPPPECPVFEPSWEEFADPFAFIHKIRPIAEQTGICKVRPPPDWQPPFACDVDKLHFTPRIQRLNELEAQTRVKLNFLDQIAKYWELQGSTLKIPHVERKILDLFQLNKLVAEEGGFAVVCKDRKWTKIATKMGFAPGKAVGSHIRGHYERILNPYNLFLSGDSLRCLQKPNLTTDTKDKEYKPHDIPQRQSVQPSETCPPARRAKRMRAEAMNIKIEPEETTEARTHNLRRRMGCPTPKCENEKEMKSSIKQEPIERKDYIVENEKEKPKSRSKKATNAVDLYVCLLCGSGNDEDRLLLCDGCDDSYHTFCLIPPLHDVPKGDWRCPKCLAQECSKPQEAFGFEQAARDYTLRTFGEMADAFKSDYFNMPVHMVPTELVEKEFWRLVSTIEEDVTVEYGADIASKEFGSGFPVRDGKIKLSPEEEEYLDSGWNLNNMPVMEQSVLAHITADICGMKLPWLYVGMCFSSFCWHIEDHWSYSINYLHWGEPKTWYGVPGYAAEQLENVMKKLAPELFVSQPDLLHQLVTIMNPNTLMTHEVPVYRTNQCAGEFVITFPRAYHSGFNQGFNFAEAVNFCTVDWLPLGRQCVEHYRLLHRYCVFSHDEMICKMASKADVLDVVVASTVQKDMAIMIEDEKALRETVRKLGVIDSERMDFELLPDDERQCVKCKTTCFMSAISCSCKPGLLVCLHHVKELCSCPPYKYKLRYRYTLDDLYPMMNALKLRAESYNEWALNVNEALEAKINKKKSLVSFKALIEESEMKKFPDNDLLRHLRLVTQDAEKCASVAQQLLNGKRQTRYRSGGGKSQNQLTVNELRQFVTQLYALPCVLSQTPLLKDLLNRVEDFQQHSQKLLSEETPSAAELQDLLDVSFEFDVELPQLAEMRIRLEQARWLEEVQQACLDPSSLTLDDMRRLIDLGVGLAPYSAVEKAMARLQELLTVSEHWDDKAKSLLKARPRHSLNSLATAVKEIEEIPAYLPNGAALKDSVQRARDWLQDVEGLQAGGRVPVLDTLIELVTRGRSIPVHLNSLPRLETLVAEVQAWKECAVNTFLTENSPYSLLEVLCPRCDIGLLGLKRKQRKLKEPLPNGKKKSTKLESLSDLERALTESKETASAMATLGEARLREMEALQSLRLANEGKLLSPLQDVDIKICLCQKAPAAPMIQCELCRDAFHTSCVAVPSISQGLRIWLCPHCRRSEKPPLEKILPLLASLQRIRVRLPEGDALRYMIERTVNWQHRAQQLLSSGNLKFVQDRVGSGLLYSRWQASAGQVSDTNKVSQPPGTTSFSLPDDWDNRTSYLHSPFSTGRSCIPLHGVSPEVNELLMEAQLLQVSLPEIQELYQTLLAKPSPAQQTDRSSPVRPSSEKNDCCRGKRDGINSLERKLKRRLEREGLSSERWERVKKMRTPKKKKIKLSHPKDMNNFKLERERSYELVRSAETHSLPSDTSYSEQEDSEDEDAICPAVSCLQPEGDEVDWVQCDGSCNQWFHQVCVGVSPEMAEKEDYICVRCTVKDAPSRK
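Compound dilutions met 200 nM (final) KDM5BΔAP for 10 min at room temperature before substrate addition. The substrate mix held 12.5 µM H3K4me3 with cofactors 25 µM α-ketoglutarate and 50 µM Fe²⁺. NADH signal gain over 30 min defined activity.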
* marks the source's active call; other numbers are inactive results; ? = inconclusive; & = joins results of further samples; [ ] = remark or other dose. Potency is read from the fitted curve at half-maximal effect.

smiles | KDM5B inh
O=C(Cc1ccc(Cl)c(Cl)c1)NCc1cccs1 | 10%
Cn1nc(-c2ccc(N3CCOCC3)c(NC(=O)COc3ccccc3)c2)c2ccccc2c1=O | 10%
Cn1ccc2cc(S(=O)(=O)N3CCCN(C(=O)Nc4ccccc4Br)CC3)ccc21 | ?
Cc1ccccc1NC(=O)c1sc2c(c1C)C(c1cccnc1)CC(=O)N2 (stereo not drawn) | -6%
Cc1c(Cl)cccc1NC(=O)N1CCCC(Cn2cnc3cccnc32)C1 (stereo not drawn) | 8%
COc1ccc2oc(=O)c(-c3nnc(-c4ccc(C)cc4)o3)cc2c1 | -23%
COc1ccc(CN(C(=O)c2cc3ccccc3oc2=O)C2CCS(=O)(=O)C2)cc1 (stereo not drawn) | -5%&-4%
CC1CCC2(CC1)NC(=O)N(CC(=O)Nc1cccc(C#N)c1)C2=O (stereo not drawn) | -19%
O=C1NC2(CCCC2)C(=O)N1Cc1coc(-c2ccc(Cl)cc2)n1 | 13%
CNC(=O)[C@H]1C[C@H](Oc2cccnc2)CN1C(=O)NCC(C)C | -12%
CSc1ccc(Nc2ncncc2-c2nc(-c3ccccc3)no2)cc1 | 27%
CCN(CCNC(=O)c1cc2c(s1)CN(C1CC1)C2)c1cccc(C)c1 | -30%

smiles | KDM5B inh
N#Cc1ccc(CN2CCN(C(=O)c3ccc(S(=O)(=O)NCc4ccco4)cc3)CC2)cc1 | 7%
Cc1ccc(C(=O)Nc2ccc(NC(=O)CCCn3cncn3)cc2)o1 | -10%
COCCNC(=S)N(C)[C@H]1C[C@H]2c3[nH]c4c(-c5cccc(C)c5)cccc4c3CCN2C[C@H]1[C@H](C)O | 27%
Cc1ccc(CNC(=O)c2ccc(CN3C(=O)NC4(CCOCC4)C3=O)cc2)cc1 | -9%
O=C(O)C1CC=CCC1c1nc2ccccc2s1 (stereo not drawn) | 30%
CN1C[C@@H](NC(=O)Nc2ccc(Cl)cc2)C[C@H]1c1nc(-c2ccc(F)cc2)no1 | 20%[86.2 µM]
CS(=O)(=O)NC1CCN(Cc2cc(=O)c3cc(C(N)=O)ccc3[nH]2)CC1 | ?
O=C(Nc1nn(Cc2ccccc2)c2cccc(N3CCOCC3)c12)C1CCC1 | 25µM*
COc1cc(/C=C2/NC(=O)NC2=O)ccc1OCc1ccccc1F | -5%
C=CCOC(=O)COc1ccc2c(=O)c(Oc3ccccc3Br)coc2c1 | 15%
CCNC(=O)/C(C#N)=C/c1c(N2CCN(C)CC2)nc2c(C)cccn2c1=O | ?
O=C(CCc1nnc(CCc2c[nH]c3ccccc23)o1)N1CCCC1c1nccs1 (stereo not drawn) | 38%

smiles | KDM5B inh
CCNC(=O)O[C@@H]1CO[C@H]2[C@@H]1OC[C@@H]2NC(=S)Nc1ccccc1 | -15%[86.2 µM]
NCCCC(=O)N1CCC2(CC1)CN(C(=O)c1ccc(Cl)cc1)CCO2 | 24%[115 µM]
Cc1ccc(S(=O)(=O)N2CCCCC2)cc1C(=O)NCc1ccncc1 | -4%
Cc1cccc(NC(=O)Cn2nc(-c3ccco3)ccc2=O)c1C | ?
O=C1N(Cc2ccc(F)cc2)C[C@H]2CN(Cc3ccncc3F)CCN12 | -35%[86.2 µM]
Cc1ccc(N2CC(c3nnc(Cc4ccc(F)cc4)o3)CC2=O)cc1 (stereo not drawn) | 11%
Cc1ccc(-n2nnnc2CNC(=O)c2ccccc2C)cc1C | -4%
O=C(NCc1ccc(F)cc1)c1ccc2c(Cl)c3c(nc2c1)CCCC3 | -19%
COc1ccc(CCC(=O)N2CCC(Cc3nncn3Cc3ccccc3)C2)cc1 (stereo not drawn) | 11%
COc1ccc(C(=O)Oc2ccccc2Cl)c(OC)c1 | 23%
N#CCn1nc2n(c1=O)CCN(S(=O)(=O)c1ccc3c(c1)OCCO3)CC2 | -15%
CCc1nc(SCc2coc(-c3cccc(Cl)c3)n2)n[nH]1 | -5%

Shown as a hit in KDM5B inh (from the list above):
smiles | KDM5B inh
O=C(Nc1nn(Cc2ccccc2)c2cccc(N3CCOCC3)c12)C1CCC1 | 25µM*

Carrying on:
smiles | KDM5B inh
CN(C)c1nc(N)nc(COc2ccc3ccccc3c2Br)n1 | -14%
O=[S+]1([O-])NCC2(CCN(CC3CCNCC3)C2)Nc2ccccc21 (stereo not drawn) | -22%
CC1Cc2cc(S(=O)(=O)NCc3ccc(F)cc3)ccc2N1C(=O)C1CCC1 (stereo not drawn) | -17%
O=C(NCC1CCCO1)c1ccc[nH]1 (stereo not drawn) | 17%
COc1ccc(CCC(=O)N2[C@@H]3CC[C@H]2CC(NC(=O)c2ccc(F)cc2)C3)cc1 (stereo partly drawn) | 6%
CC(C)C[C@@H](NC(=O)C1=C[C@@H](NC(=O)CC(C)(C)C)[C@@H](O)[C@H](O)C1)C(N)=O | ?
CN(Cc1ccccc1)C(=O)c1ccc2c(c1)NC(C)(COc1cccnc1)CO2 (stereo not drawn) | ?
O=C(O)CCNC(=O)N1CCCC(c2cccc(C(=O)O)c2)C1 (stereo not drawn) | 16%
CCC(C)NC(=O)c1cc(-c2cccs2)nc2ccccc12 (stereo not drawn) | ?
CN(CC(=O)NC(C)(C)C)C(=O)CCc1ncc(-c2ccccc2F)o1 | -10%
O=C(Nc1ccccc1)N1CC(Oc2ccc(-c3noc(-c4ccncc4)n3)cc2)C1 | 16%
Cc1cc2cc(NC(=O)c3cccc(C)c3C)ccc2[nH]1 | -1%

smiles | KDM5B inh
COc1ccc(C(=O)N[C@@H]2CN(c3ccncn3)C[C@H]2CN(C)C)cc1F | 23%
CC(Oc1ccc(C(C)(C)C)cc1)C(=O)NC1CC(C)(C)NC(C)(C)C1 (stereo not drawn) | 9%
Clc1ccc2c(Cl)c3c(nc2c1)CCCC3 | -1%
CC(C)c1ccc(S(=O)(=O)N2CCN(C(=O)C3CC(=O)Nc4cc(F)ccc43)CC2)cc1 (stereo not drawn) | -2%
O=C(NCc1ccccc1F)c1ccc2ccccc2n1 | 21%
Cc1nn2c(c1-c1ccnn1C(C)C)N(C(=O)C(C)C)CCC2 | 14%[86.2 µM]
CS(=O)(=O)NNC(=O)c1csc(Cc2c(Cl)sc3ccc(Cl)cc23)n1 | 0%
COc1cc2c(cc1OC)CN(C(=O)/C=C/c1cccs1)CC2 | ?
CC(=O)Nc1ccc(/C=N/NC(=O)c2cc(-c3ccco3)nc3ccccc23)cc1 | ?
CCOc1ncccc1C(=O)Nc1ccc(-c2ccc3nnc(C)n3n2)cc1 | ?
CC(C)c1noc([C@@H]2CCCN2C(=O)Cn2nnnc2CN(C)C(C)C)n1 | -15%
CCc1ccc(NC(=O)NCCc2noc(C)n2)cc1 | 5%

smiles | KDM5B inh
O=S1(=O)NCC2(CCN(Cc3ccc(Cl)s3)CC2)Oc2ncccc21 | ?
C=Cc1ccc(CSc2nc(-c3ccccc3Cl)nc3c2Cc2c(CO)cnc(C)c2O3)cc1 | ?
CCOc1ccccc1NC(=O)Cn1nc(C(=O)O)c2ccccc2c1=O | 19%
CC(C)CCn1c(SCC(=O)Nc2ccccc2)nc2c1c(=O)[nH]c(=O)n2C | -4%
Cc1ccccc1-n1nc(CO)c(C(=O)NCc2cccnc2)n1 | -7%
CC(C)(c1ccc(O)cc1)c1ccc(Cl)cc1 | -4%
Fc1ccc(Nc2ncnc3onc(-c4ccc(Cl)cc4)c23)cc1Cl | ?
Cc1cc(NC(=O)C(C)Oc2ccc3ccc(=O)oc3c2)no1 (stereo not drawn) | ?
Cc1cccc(NS(=O)(=O)c2ccc3c(c2)CCN3C(=O)C2CCC2)c1 | -12%
CCc1ccc(NC(=O)C2CCC(CNS(=O)(=O)c3cccs3)CC2)cc1 (stereo not drawn) | -21%
Cc1ccc(NC(=O)Cn2nc3n(c2=O)CCCC3)c(C)c1 | -9%
O=C(c1ccc(Cl)nc1)N1CCCC(c2nn(-c3ccc(F)cc3)c(=O)[nH]2)C1 (stereo not drawn) | -4%

Molecules listed so far containing two or more sulfur atoms:
smiles | KDM5B inh
CS(=O)(=O)NNC(=O)c1csc(Cc2c(Cl)sc3ccc(Cl)cc23)n1 | 0%
O=S1(=O)NCC2(CCN(Cc3ccc(Cl)s3)CC2)Oc2ncccc21 | ?
CCc1ccc(NC(=O)C2CCC(CNS(=O)(=O)c3cccs3)CC2)cc1 (stereo not drawn) | -21%

Next part
smiles | KDM5B inh
CC(=O)Nc1cccc(-c2nnc(SCC(=O)c3cc([N+](=O)[O-])ccc3Br)o2)c1 | ?
CCOc1ccc(NC(=O)CN2CCN(Cc3ccccc3)S2(=O)=O)cc1 | -19%
Cc1ncsc1CN1CCC2(CC1)NCCc1c2[nH]c2ccccc12 | -7%
Cc1cccc(NC(=O)N2CCCC(Cc3noc(C4CC4)n3)C2)c1 (stereo not drawn) | 8%
O=C(NCc1cccc(CNC(=O)Nc2ccccc2C(=O)NCCc2ccccc2)c1)Nc1ccccc1C(=O)NCCc1ccccc1 | ?
N#CCCN(Cc1ccccc1)C(=O)Nc1ccccc1 | 30%
O=C1CCSc2ccc3ccccc3c21 | -19%
O=C(COc1ccc(F)cc1)NCCc1noc(-c2ccncc2)n1 | -11%
O=C(Cc1ccccc1)NCC1CN(Cc2cccc(Cl)c2)CC12CN(c1ccccc1)C2 (stereo not drawn) | -25%
CN(C)c1cccc(Oc2nnnn2[C@H]2CO[C@H]3[C@@H]2OC[C@@H]3NC(=O)NC2CCCCC2)c1 | -11%
O=C(CC1CCOCC1)NCc1ccc(OC(F)(F)F)cc1 | 14%
O=C(O)c1ccc(CNC2CCCC2)cc1 | 6%

smiles | KDM5B inh
CCc1nc2ccccc2c(C(=O)OCC(=O)NC(C)(C)C)c1C | -30%
COc1ccc(C(=O)c2cnc[nH]2)cc1 | 32%
COc1ccc(OC)c(NC(=O)Cn2cccc2-c2nc(-c3ccc(F)cc3)no2)c1 | 22%
COc1cc(C(=O)N(CCCN(C)C)c2nc3c(OC)cccc3s2)cc(OC)c1OC | ?
COc1ccc(C(=O)CSc2nnc(CNC(=O)c3ccccc3F)n2C)cc1OC | -13%
O=C1NC2(CCCC2)C(=O)N1Cc1coc(-c2cccs2)n1 | 8%
COc1cccc(CCC(=O)N(C)C2CCc3nnc(C)n3CC2)c1 (stereo not drawn) | -24%
CC1CCC2(CC1)NC(=O)N(CC(=O)NCc1ccccc1Cl)C2=O (stereo not drawn) | 20%
Cc1ccc(CNC(=O)CN2CCCN(Cc3ccc(F)cc3)S2(=O)=O)cc1 | -14%
OCCN(CCO)CC(O)COc1ccc(C23CC4CC(CC(C4)C2)C3)cc1 (stereo not drawn) | 23%
CC(C)CC(=O)NCC12CC3CC(CC(C3)C1)C2 | -5%
COc1ccc(CNC(=O)C(C)C2CCOCC2)c(OC)c1 (stereo not drawn) | -5%

Molecules above that have a tert-butyl group, in the order listed:
smiles | KDM5B inh
CC(C)C[C@@H](NC(=O)C1=C[C@@H](NC(=O)CC(C)(C)C)[C@@H](O)[C@H](O)C1)C(N)=O | ?
CN(CC(=O)NC(C)(C)C)C(=O)CCc1ncc(-c2ccccc2F)o1 | -10%
CC(Oc1ccc(C(C)(C)C)cc1)C(=O)NC1CC(C)(C)NC(C)(C)C1 (stereo not drawn) | 9%
CCc1nc2ccccc2c(C(=O)OCC(=O)NC(C)(C)C)c1C | -30%

Next section
smiles | KDM5B inh
O=C(c1c(OCC2CC2)cc(=O)n2c1CCOCC2)N1CCCCC1 | 10%
Cc1ccccc1NC(=O)COC(=O)c1cc(=O)[nH]c2ccccc12 | -9%
Oc1ccc(-c2nc(C3CC3)nc3c2CN(Cc2ccc(F)cc2)CC3)cc1 | ?
O=C(Cn1nc2n(c1=O)CCCCC2)Nc1ccc(F)c(Cl)c1 | 11%
Cc1cc(C)c2c(CC(=O)Nc3nnc(C(C)C)s3)coc2c1 | 12%
COc1ccc(CNC(=O)c2c(C)noc2-c2ccccc2C)cc1 | ?
CC(C)(C)C1CCc2c(sc(NC(=O)c3ccc(Cl)cc3)c2C(=O)NCc2ccco2)C1 (stereo not drawn) | ?
CCn1cnnc1-c1nn(C)c2c1CN(C(=O)c1n[nH]c3ccccc13)CC2 | ?
CCn1nc(C(=O)NC(c2cccs2)C(C)C)c2ccccc2c1=O (stereo not drawn) | 9%
COc1cc(OC)cc(C(=O)N[C@@H]2CN(C)C[C@H]2CN(C)C)c1 | ?
COc1ccc(OC)c(S(=O)(=O)N[C@H]2CO[C@H]3[C@@H]2OC[C@H]3OC(=O)Nc2cccc(C(C)=O)c2)c1 | -1%
COc1ccc(/C=N/OCc2ccc(Br)cc2)cc1OCc1ccccc1 | ?

smiles | KDM5B inh
CCOc1ccccc1NC(=O)C(C)n1nnc2sc3c(c2c1=O)CCCC3 (stereo not drawn) | -19%
COC(C(=O)Nc1ccnn1C1CCN(C(=O)CO)CC1)c1ccccc1 (stereo not drawn) | -1%
COc1cccc(CCC(=O)N2CCC(c3nc(C4CCOCC4)no3)CC2)c1 | -6%
COc1ccc(C(=O)N[C@H](C(=O)NCCc2ccc3c(c2)OCCO3)C(C)C)cc1 | 7%
Cc1cccc(CC(=O)NCCC2CCN(C(=O)Nc3cc(F)cc(F)c3)CC2)c1 | 14%
CN(C)C(=O)c1ccnc(-c2nnc3ccc(NC4CCCCC4)nn23)c1 | -15%[86.2 µM]
CN1CC(=O)N(C2CCC2)Cc2c1ncnc2N1CCN(c2ncccn2)CC1 | 10%
COc1ccc(C(=O)N2CCCN(c3cc(-c4ccc(Cl)cc4)[nH]n3)CC2)c(C)c1 | -5%
COc1ccc(-n2cc(C(=O)N(C)c3cc(C)ccc3OC)c3ccccc3c2=O)cc1 | ?
C=CCN(Cc1ccc(Cl)s1)C(=O)C1CC1 | -7%

This is a subset, so the mix of outcomes need not match the whole.
